Screens (PubChem)
IDE cell inh – cellular human IDE inhibition | 320,000 tested, 0.41% active | AID 434962 | HEK cells, FAbetaB cleavage, fluorescence polarization | P14735 | inhibition, % at 5.59 µM;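 active = percent inhibition above the average of all tested compounds plus 3 SD, set per screening campaign, cut at about 16% in these data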;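 note: IDE supplied by intact live HEK cells; FP after avidin binding of uncleaved biotin substrate so inhibition keeps polarization high; 0% = DMSO wells and 100% = 60 µM reference IDE inhibitor Ii1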
HCV NS3 hel inh – inhibitors of Hepatitis C virus NS3 helicase; NS3 helicase DNA unwinding, Cy5 molecular beacon fluorescence; inhibition, % at 10.9 µM; 290,000 tested, 0.56% active;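 active = inhibition above the mean of all tested compounds plus 3 SD, set per campaign, cut at about 35% in these data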;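 note: 0% = DMSO wells and 100% = thioflavine S control wells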
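test system = hepatitis C virus NS3 helicase domain fragment enzyme | reagent = annealed dual-labelled DNA beacon duplex, ATP-started | times = 1 h at 25 °C | detection = Cy5 fluorescence, 0 and 60 min reads | read-out basis = percent inhibition from t60/t0 fluorescence ratio | control set = DMSO and thioflavine S | replication = one well per compound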
pCIP destab – compounds decreasing mouse p/CIP protein stability. F442A p/CIP-EGFP cells, EGFP fluorescence, 16 h. decrease of EGFP signal, % at 10 µM. AID 1984. Q05BA5. 290,000 tested, 0.01% active;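 active = EGFP signal decrease of at least 30% at 10 µM or well 3 SD below plate mean, unless failing retest; inactive = the rest, including hits failing retest or dose response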; note: some compounds called inactive have numbers as strong as hits; many of its hits are not listed in these tables
Target sequence (Q05BA5 1-1403): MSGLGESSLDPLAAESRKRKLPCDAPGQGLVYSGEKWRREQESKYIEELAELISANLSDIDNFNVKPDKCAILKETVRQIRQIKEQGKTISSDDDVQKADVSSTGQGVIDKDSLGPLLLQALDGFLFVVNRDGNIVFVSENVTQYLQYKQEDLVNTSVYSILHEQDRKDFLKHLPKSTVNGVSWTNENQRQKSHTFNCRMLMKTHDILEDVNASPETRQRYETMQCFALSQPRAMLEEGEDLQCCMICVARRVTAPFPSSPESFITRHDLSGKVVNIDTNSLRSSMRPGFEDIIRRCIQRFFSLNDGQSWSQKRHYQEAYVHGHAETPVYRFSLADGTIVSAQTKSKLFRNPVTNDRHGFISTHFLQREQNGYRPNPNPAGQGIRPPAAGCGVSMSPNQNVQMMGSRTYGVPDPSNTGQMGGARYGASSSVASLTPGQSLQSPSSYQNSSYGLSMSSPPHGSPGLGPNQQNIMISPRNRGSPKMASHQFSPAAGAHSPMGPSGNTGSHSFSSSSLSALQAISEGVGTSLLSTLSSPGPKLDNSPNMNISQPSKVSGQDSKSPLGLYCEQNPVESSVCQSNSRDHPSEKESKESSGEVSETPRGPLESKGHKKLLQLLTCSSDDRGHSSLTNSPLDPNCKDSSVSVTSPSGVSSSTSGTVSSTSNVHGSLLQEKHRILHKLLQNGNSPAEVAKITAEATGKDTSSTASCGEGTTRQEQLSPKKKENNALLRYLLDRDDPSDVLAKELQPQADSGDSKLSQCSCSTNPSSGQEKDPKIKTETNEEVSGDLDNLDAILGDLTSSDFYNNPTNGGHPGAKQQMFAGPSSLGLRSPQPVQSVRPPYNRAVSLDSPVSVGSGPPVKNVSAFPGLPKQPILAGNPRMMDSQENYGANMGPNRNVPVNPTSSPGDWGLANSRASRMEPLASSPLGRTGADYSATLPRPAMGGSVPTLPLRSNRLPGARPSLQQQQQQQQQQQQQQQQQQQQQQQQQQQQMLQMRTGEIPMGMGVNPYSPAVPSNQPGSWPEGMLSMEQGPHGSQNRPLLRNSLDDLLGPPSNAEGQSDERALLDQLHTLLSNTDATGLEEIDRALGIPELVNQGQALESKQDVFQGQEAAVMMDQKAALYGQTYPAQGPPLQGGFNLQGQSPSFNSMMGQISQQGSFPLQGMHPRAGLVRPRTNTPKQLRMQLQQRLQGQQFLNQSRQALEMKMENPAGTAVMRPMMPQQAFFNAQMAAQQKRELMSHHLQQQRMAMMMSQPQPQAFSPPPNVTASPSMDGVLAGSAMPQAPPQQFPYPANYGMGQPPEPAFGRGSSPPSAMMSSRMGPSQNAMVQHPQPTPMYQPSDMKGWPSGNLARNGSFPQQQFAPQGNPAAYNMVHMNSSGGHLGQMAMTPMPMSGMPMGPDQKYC
IDE cell activ – IDE (human) activation, cell-based | AID 493087 | activation, % at 5.96 µM | P14735 | 340,000 tested, 0.073% active | HEK cells, FAbeta-B cleavage, fluorescence polarization; 0% vehicle, 100% cell-free pure enzyme wells;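 active = activation above the mean of all tested compounds plus 3 SD, set per screening campaign, cut at about 17% in these data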
M18AAP inhibitor – PfM18AAP enzyme inhibition; inhibition, % at 7.35 µM; recombinant PfM18AAP, H-Glu-NHMec fluorogenic cleavage; 290,000 tested, 1.2% active; AID 1822;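 active = inhibition above the campaign mean inhibition over all tested compounds plus 3 SD, cut at about 28% in these data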;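 note: 0% = plate median of test compound wells and 100% = 2 mM ZnCl2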
UBC9 SUMO inh – SUMOylation inhibition | P63279 | AID 2006 | HTRF SUMOylation assay, SAE1/SAE2 + UBC9, in vitro | 290,000 tested, 0.36% active | inhibition, % at 35 µM; in the data active = inhibition above about 50%, passing the limit was not always enough; note: strong numbers were not always called active
FID counter – displaces DNA intercalator in HCV helicase counter-screen | DNA fluorescent intercalator displacement, fluorescence | inhibition, % at 7.9 µM | 290,000 tested, 0.17% active | AID 1845; in the data active = inhibition above about 37%;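 note: 0% = vehicle and 100% = reference compound; higher means more ethidium bromide displaced from hairpin DNA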
VIM-2 inh – blocks Pseudomonas aeruginosa VIM-2 metallo-beta-lactamase | inhibition, % at 5.6 µM | AID 1527 | purified VIM-2, nitrocefin hydrolysis, epi-absorbance fluorescence | 290,000 tested, 0.89% active;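 active = inhibition above the mean of all tested compounds plus 3 SD, cutoff set per screening run, cut at about 7.5% in these data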;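 note: red hydrolysis product quenches plate fluorescence so inhibitors raise well fluorescence; 0% = enzyme with DMSO and 100% = DMSO without enzyme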
IMP-1 inhibitor – blocks Pseudomonas aeruginosa IMP-1 metallo-beta-lactamase | purified IMP-1, nitrocefin hydrolysis, epi-absorbance fluorescence | 290,000 tested, 0.45% active | inhibition, % at 5.6 µM;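 active = inhibition above the mean plus 3 SD of all compounds in the same screening run, cut at about 4.5% in these data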;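 note: 0% = IMP-1 with DMSO and 100% = DMSO wells lacking enzyme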
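Assay system: purified recombinant IMP-1 beta-lactamase. Input: IMP-1 0.2 nM before substrate addition. Buffer or medium: Zinc- and detergent-supplemented HEPES buffer, pH 7.1. Schedule: 25 °C, 15 min preincubation, 25 min reaction. Signal: Epi-absorbance fluorescence, 480 nm excitation, 530 nm emission. Evaluation: percent inhibition from optical density relative to buffer-blank wells.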
* hit, by the source's call; . = not tested or not shown.

1	COc1ccc(C2CC(c3ccc(Cl)cc3Cl)Nc3nc(N)nn32)cc1OC (stereo unspecified)
2	CCOC(=O)C1C(=O)C=C(c2ccc(C)cc2)CC1c1ccco1 (stereo unspecified)
3	COc1ccc(NC(=O)c2ccccc2SC)c(OC)c1
4	O=C(Nc1nnc(C2CC2)s1)c1cc2c(s1)CCCCCC2
5	Cc1ccc(C2CC(c3cccs3)=NN2C(=O)c2ccc(Br)o2)cc1 (stereo unspecified)
6	C=CCn1c(CSCc2ccc(C)cc2)nnc1SCC(=O)NCc1ccccc1

Screen / compound no.,1,2,3,4,5,6
IDE cell inh,-1,-2,4,.,-6,3
IMP-1 inhibitor,-4.3,0.8,-2.0,-3.9,-2.3,-4.6
HCV NS3 hel inh,5,1,-4,-4,1,4
M18AAP inhibitor,2,-15,8,2,-5,-16
FID counter,-34,-24,-9,-3,-10,-38
VIM-2 inh,-3.2,0.7,-1.4,-3.0,-0.8,-4.3
pCIP destab,-13,-23,9,-8,-6,-9
UBC9 SUMO inh,5,19,-4,36,6,-14
IDE cell activ,0,2,-1,.,-2,-2

7	CCOc1c(Cl)cc(C2NC(=O)NC(C)=C2C(=O)NCc2ccccc2)cc1OC (stereo unspecified)
8	O=C(COC(=O)C1CCN(S(=O)(=O)c2ccccc2)CC1)NC(=O)c1ccc(OC(F)F)cc1
9	Cc1[nH]c2ccccc2c1C(=O)NS(=O)(=O)Nc1ccccc1
10	Clc1ccc(OCCSc2ncccn2)c2ccccc12
11	CC(NC(=O)CNC(=O)Cc1cccc2ccccc12)c1ccc(S(N)(=O)=O)cc1 (stereo unspecified)
12	CN(CC(=O)NCc1ccccc1Cl)CC(=O)Nc1cccc(F)c1

Screen / compound no.,7,8,9,10,11,12
IDE cell inh,-1,-1,-4,4,.,2
IMP-1 inhibitor,-3.2,-3.3,-0.8,-1.8,-1.2,-0.5
HCV NS3 hel inh,-1,-2,-4,-16,7,6
M18AAP inhibitor,-11,1,-2,-6,5,5
FID counter,-10,-4,10,-4,-27,-16
VIM-2 inh,-1.8,-3.7,2.3,-1.8,-2.1,-2.5
pCIP destab,-7,-6,-9,-3,-6,9
UBC9 SUMO inh,6,6,15,8,-4,-11
IDE cell activ,0,1,4,5,3,0

13	N=C1C(c2nc(-c3ccc(Cl)cc3)cs2)=C(O)CN1CCCN1CCOCC1
14	CCN(CC)CCOC(=O)C12CC3CC(CC(C3)C1)C2
15	CN(C)/C=C/C(=O)c1ccc(Oc2ncccn2)cc1
16	O=C(O)c1cccc(S(=O)(=O)NCCC(c2ccccc2)c2ccccc2)c1
17	CCN(C(=O)CN1CCOCC1)C1(C)C(=O)c2ccccc2C1=O
18	CCc1nnc(NC(=O)CSc2ccc(-c3nc4ccc(C)cc4[nH]3)cn2)s1

Screen / compound no.,13,14,15,16,17,18
IDE cell inh,-2,8,8,-4,2,9
IMP-1 inhibitor,-2.5,1.3,-1.6,-1.2,-0.2,-2.8
HCV NS3 hel inh,-81,5,-11,28,-4,-7
M18AAP inhibitor,1,11,2,-2,0,-5
FID counter,30,13,-18,-28,-7,0
VIM-2 inh,14*,-2.6,-1.4,-0.6,-3.6,-1.6
pCIP destab,10,-2,-16,1,-19,3
UBC9 SUMO inh,-2,7,5,3,-10,25
IDE cell activ,1,5,4,-5,-1,-3

19	COc1ccc(C(C)=O)cc1CN1C(=O)NC2(CCCCCCC2)C1=O
20	CCOP(=O)(OCC)c1nc(-c2ccccc2Cl)oc1N1CCOCC1
21	Cn1nc2c3ccccc3n(Cc3ccc(F)cc3)c2nc1=S
22	O=C(c1cc(COc2ccc3ncccc3c2)on1)N1CCC(O)CC1
23	COC(=O)CC1=NN(c2nc3ccccc3s2)C(=O)/C1=C/N(C)C
24	Cc1ccc(C2OCC3(CO)COC(c4ccc(C)cc4)N23)cc1 (stereo unspecified)

Screen / compound no.,19,20,21,22,23,24
IDE cell inh,4,-1,6,0,-2,3
IMP-1 inhibitor,0.3,-4.7,-1.8,-0.9,-4.2,-2.1
HCV NS3 hel inh,0,-14,9,-9,31,2
M18AAP inhibitor,-7,6,-1,-3,1,-5
FID counter,-19,-30,-3,-7,-27,-16
VIM-2 inh,1.0,-1.1,-1.7,-0.3,-3.2,-3.1
pCIP destab,2,-7,-12,-15,-3,-8
UBC9 SUMO inh,-11,9,8,11,9,-14
IDE cell activ,3,7,-1,1,4,5

Complete entries from above. Order of screens: IDE cell inh	IMP-1 inhibitor	HCV NS3 hel inh	M18AAP inhibitor	FID counter	VIM-2 inh	pCIP destab	UBC9 SUMO inh	IDE cell activ
CCOP(=O)(OCC)c1nc(-c2ccccc2Cl)oc1N1CCOCC1 across the screens: -1	-4.7	-14	6	-30	-1.1	-7	9	7
COC(=O)CC1=NN(c2nc3ccccc3s2)C(=O)/C1=C/N(C)C across the screens: -2	-4.2	31	1	-27	-3.2	-3	9	4
COc1ccc(C(C)=O)cc1CN1C(=O)NC2(CCCCCCC2)C1=O across the screens: 4	0.3	0	-7	-19	1.0	2	-11	3

Going on with the list.
25	O=C(CCCc1c[nH]c2ccccc12)N1CCOCC1
26	CSc1c(SCc2ccccc2)cnn(-c2ccccc2)c1=O
27	COc1ccc(Nc2cc(=O)n(C3CCCCC3)c(=O)[nH]2)c(OC)c1
28	COC(CNC(=O)c1ccc(CS(=O)(=O)c2ccc(C)cc2)o1)OC
29	Cc1ccc(S(=O)(=O)N2C(=O)CCC2C(=O)NCc2ccco2)cc1 (stereo unspecified)
30	CC(C)c1nnc(NC(=O)c2nc(S(=O)(=O)Cc3ccc(F)cc3)ncc2Cl)s1

Screen / compound no.,25,26,27,28,29,30
IDE cell inh,-3,12,0,3,-1,5
IMP-1 inhibitor,-3.5,-1.0,-1.2,-2.4,-0.8,-3.9
HCV NS3 hel inh,4,-7,-4,-5,-5,13
M18AAP inhibitor,5,-5,-3,5,-7,-10
FID counter,-3,-11,-6,-9,1,-48
VIM-2 inh,-3.1,-2.4,-5.2,-3.4,-3.0,-5.3
pCIP destab,2,-13,5,-4,-12,-28
UBC9 SUMO inh,-11,-21,-8,5,-8,.
IDE cell activ,4,4,-2,-2,11,3

Molecules above with four or more nitrogen atoms:
1	COc1ccc(C2CC(c3ccc(Cl)cc3Cl)Nc3nc(N)nn32)cc1OC (stereo unspecified)
6	C=CCn1c(CSCc2ccc(C)cc2)nnc1SCC(=O)NCc1ccccc1
13	N=C1C(c2nc(-c3ccc(Cl)cc3)cs2)=C(O)CN1CCCN1CCOCC1
18	CCc1nnc(NC(=O)CSc2ccc(-c3nc4ccc(C)cc4[nH]3)cn2)s1
21	Cn1nc2c3ccccc3n(Cc3ccc(F)cc3)c2nc1=S
23	COC(=O)CC1=NN(c2nc3ccccc3s2)C(=O)/C1=C/N(C)C
30	CC(C)c1nnc(NC(=O)c2nc(S(=O)(=O)Cc3ccc(F)cc3)ncc2Cl)s1

Screen / compound no.,1,6,13,18,21,23,30
IDE cell inh,-1,3,-2,9,6,-2,5
IMP-1 inhibitor,-4.3,-4.6,-2.5,-2.8,-1.8,-4.2,-3.9
HCV NS3 hel inh,5,4,-81,-7,9,31,13
M18AAP inhibitor,2,-16,1,-5,-1,1,-10
FID counter,-34,-38,30,0,-3,-27,-48
VIM-2 inh,-3.2,-4.3,14*,-1.6,-1.7,-3.2,-5.3
pCIP destab,-13,-9,10,3,-12,-3,-28
UBC9 SUMO inh,5,-14,-2,25,8,9,.
IDE cell activ,0,-2,1,-3,-1,4,3

Next section
31	COc1ccc2[nH]c(=O)c(-c3noc(-c4ccc(F)cc4)n3)cc2c1
32	Cc1ccc(NC(=O)[C@@H](NC(=O)c2cccc(S(=O)(=O)N3CCOCC3)c2)C(C)C)cc1C
33	NC(=O)COc1ccc(-c2noc(COc3ccccc3[N+](=O)[O-])n2)cc1
34	Cc1ccc(NC(=O)NC(=O)CSc2nnc(-c3ccc(OC(F)F)cc3)n2N)c(C)c1
35	O=C(C/C=N\O)Nc1ccc(Oc2ccccc2)cc1
36	COc1ccc(-c2nnc(SCc3ccc(C(=O)O)cc3)n2C)cc1OC

Screen / compound no.,31,32,33,34,35,36
IDE cell inh,-1,-3,-1,3,-2,2
IMP-1 inhibitor,-2.0,-1.5,-1.5,-2.4,-2.3,-2.6
HCV NS3 hel inh,11,11,0,0,8,-12
M18AAP inhibitor,3,0,-4,6,-3,0
FID counter,-6,-4,12,-5,0,-16
VIM-2 inh,-1.6,-4.9,0.4,-2.9,-1.7,-1.4
pCIP destab,1,-10,14,-19,-9,-8
UBC9 SUMO inh,6,-7,10,14,1,14
IDE cell activ,0,5,1,-1,4,4

Structures above that bear a hit mark in VIM-2 inh:
nr	structure	IDE cell inh	IMP-1 inhibitor	HCV NS3 hel inh	M18AAP inhibitor	VIM-2 inh	pCIP destab	UBC9 SUMO inh	IDE cell activ
13	N=C1C(c2nc(-c3ccc(Cl)cc3)cs2)=C(O)CN1CCCN1CCOCC1	-2	-2.5	-81	1	14*	10	-2	1

Other results follow.
37	CCn1c(SCC(=O)NCc2ccco2)nnc1-c1cccs1
38	CC(C)(C)[Si](OCC[C@@H]1C[C@@]1(C)[C@@H](NP(=O)(c1ccccc1)c1ccccc1)c1ccccc1)(c1ccccc1)c1ccccc1
39	COc1ccc(O)c(-c2cc(-c3ccccc3[N+](=O)[O-])[nH]n2)c1
40	Cn1c(=O)c2c(SCC(=O)N3CCCC3)nc(-c3ccccc3)nc2n(C)c1=O
41	Cn1c(=O)c2c(SCC(=O)NCc3ccco3)nc(-c3ccccc3Cl)nc2n(C)c1=O
42	O=C(c1c[nH]c2ccccc12)C(Cl)c1ccccc1 (stereo unspecified)
43	COc1ccc(-c2nn(-c3ccccc3)cc2C(=O)N2c3ccc(C)cc3C3CN(C)CCC32)cc1 (stereo unspecified)
44	O=C(O)c1cccc(NC(=S)NC(=O)C(c2ccccc2)c2ccccc2)c1
45	O=C(O)Cc1ccc(-n2cccc2)cc1

Screen / compound no.,37,38,39,40,41,42,43,44,45
IDE cell inh,1,.,4,1,0,1,-6,-1,2
IMP-1 inhibitor,-5.4,-0.2,-1.6,-1.2,1.2,-0.9,-1.4,0.2,-3.5
HCV NS3 hel inh,9,-7,1,-2,-3,-2,-51,20,13
M18AAP inhibitor,7,3,3,-5,4,-11,-2,-1,7
FID counter,-8,-6,1,-9,-35,5,17,-20,5
VIM-2 inh,-0.3,-3.4,-3.5,0.1,-1.1,-0.8,-1.4,1.7,-1.2
pCIP destab,-19,-1,10,3,-15,2,-15,4,3
UBC9 SUMO inh,-3,-15,-14,15,26,-20,12,24,1
IDE cell activ,1,.,3,1,1,-1,0,0,3
